Screening results: PubChem BioAssay, several laboratories
Yeast superoxide: yeast age-related superoxide inhibition as caloric restriction mimetic. 0.18% of 330,000 active. AID 2690. superoxide response (% of plate mean), % at 10 µM. S. cerevisiae aged cells, superoxide DHE fluorescence; hits give low values;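 active means superoxide response under a set limit, about three screen SD below normal, cut at about 65% in these data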;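 further: yeast aged for seven days with compound at 30 °C before DHE staining; 100% = average MFI of all compound-treated wells on the plate with controls excluded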
GRK2 aptamer HTS: human GRK2 inhibition via aptamer displacement | P25098 | bead flow cytometry, FAM-aptamer displacement from GRK2 | inhibition of aptamer binding, % at 10 µM | 0.59% of 330,000 active | AID 488847;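 active means inhibition of aptamer binding above 40%, roughly 3 SD of noise, on plates passing a quality check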;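 further: median bead fluorescence of bound FAM aptamer so fluorescent compounds give negative values; no value below 0 was filed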
Bcl-xL primary: inhibitors of human Bcl-xL | Q07817 | GST-Bcl-xL / FITC-Bim BH3 peptide fluorescence polarization | inhibition, % at 10.9 µM | 0.7% of 320,000 active | AID 2129;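 active means inhibition above the mean of all tested compounds plus 3 SD, cutoff set per campaign, cut at about 30% in these data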;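 further: 0% = DMSO wells and 100% = unlabeled Bim-BH3 peptide competitor; inhibitors lower millipolarization by displacing the labeled peptide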
MCL1-BIM inh: disrupts human MCL1 binding to BIM-BH3 peptide; Q07820; GST-MCL1 / FITC-Bim-BH3 fluorescence polarization; inhibition, % at 10.9 µM; 0.68% of 320,000 active;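 active means inhibition above the mean inhibition of all tested compounds plus 3 SD, set per campaign, cut at about 40% in these data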;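 further: 0% = DMSO wells and 100% = unlabeled Bim-BH3 peptide control; higher means more loss of mP so more displacement of Bim peptide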
GLD-1 RNA inh: GLD-1-TGE RNA interaction inhibition (C. elegans); Q17339; purified GLD-1 + fluorescein TGE RNA, fluorescence polarization; inhibition, % at 5.96 µM; 0.44% of 320,000 active; AID 2280;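 active means percent inhibition above a per-plate cutoff, the plate mean of test compounds plus 3 SD, cut at about 30% in these data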;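 further: 0% = DMSO wells with GLD-1 and probe and 100% = wells lacking GLD-1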
Target sequence (Q17339 whole entry, looked up): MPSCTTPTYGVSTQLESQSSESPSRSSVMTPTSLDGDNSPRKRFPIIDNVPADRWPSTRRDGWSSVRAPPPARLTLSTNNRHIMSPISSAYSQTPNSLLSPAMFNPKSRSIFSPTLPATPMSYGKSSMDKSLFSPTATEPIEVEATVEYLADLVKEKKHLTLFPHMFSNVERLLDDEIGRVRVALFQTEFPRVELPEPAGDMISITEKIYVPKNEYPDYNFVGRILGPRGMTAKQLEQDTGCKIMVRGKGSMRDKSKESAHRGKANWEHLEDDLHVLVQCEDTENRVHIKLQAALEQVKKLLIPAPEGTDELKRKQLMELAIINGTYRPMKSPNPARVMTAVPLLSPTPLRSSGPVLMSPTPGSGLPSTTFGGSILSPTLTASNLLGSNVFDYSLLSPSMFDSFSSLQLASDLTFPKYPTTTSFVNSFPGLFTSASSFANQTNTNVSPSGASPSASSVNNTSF
AGP1 TOR yeast: yeast TOR pathway AGP1-GFP modulation | S. cerevisiae AGP1-GFP multiplex flow cytometry, 3 h; GFP as percent of DMSO wells | GFP response vs DMSO, % at 10 µM | 0.02% of 320,000 active;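 active means GFP response relative to DMSO above a set limit, near screen average plus 3 SD, cut at about 150% in these data; inconclusive means fewer than 70 cells counted for the yeast strain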;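 further: median GFP channel fluorescence of the gated AGP1 strain per well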
MEX-5 binding: C. elegans MEX-5 TCR-2 RNA binding activity; Q9XUB2; MEX-5/FITC-TCR2 RNA binding, fluorescence polarization; hits give low values; activity score (negative = inhibition of binding), % at 10 µM; 0.38% of 300,000 active; AID 1832;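 active means inhibition past about -25% in most replicates, and total fluorescence under double the plate's negative control median, limit read from the data; inconclusive means replicates evenly split on the limit, or fluorescence at least double controls; inactive means too little inhibition in most replicates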;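 further: 0% = DMSO and -100% = 5 µM competing unlabeled TCR2 RNA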
Target sequence (Q9XUB2 whole entry, looked up): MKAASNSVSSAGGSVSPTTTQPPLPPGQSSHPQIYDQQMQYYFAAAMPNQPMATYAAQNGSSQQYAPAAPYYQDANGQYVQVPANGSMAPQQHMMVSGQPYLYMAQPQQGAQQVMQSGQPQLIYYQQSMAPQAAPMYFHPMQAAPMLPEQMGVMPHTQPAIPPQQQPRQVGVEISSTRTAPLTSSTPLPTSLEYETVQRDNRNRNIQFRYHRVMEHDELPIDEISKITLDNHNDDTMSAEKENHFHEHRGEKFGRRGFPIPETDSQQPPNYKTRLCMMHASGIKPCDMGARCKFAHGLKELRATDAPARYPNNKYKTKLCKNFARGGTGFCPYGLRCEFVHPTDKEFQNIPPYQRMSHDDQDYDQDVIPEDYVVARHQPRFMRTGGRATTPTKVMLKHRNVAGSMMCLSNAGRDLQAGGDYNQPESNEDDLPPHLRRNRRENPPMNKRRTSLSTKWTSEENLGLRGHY
CIT2-GFP yeast: modulators of TOR pathway CIT2-GFP in S. cerevisiae | AID 2029 | 0.065% of 320,000 active | S. cerevisiae CIT2-GFP strain, flow cytometry, 3 h; 100 means same as DMSO wells | GFP response vs DMSO, % at 10 µM;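 active means GFP response relative to DMSO above a set limit, near the screen mean plus 3 SD, cut at about 150% in these data; inconclusive means Fewer than 70 cells measured for a yeast strain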;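 further: ratio of well median GFP fluorescence to mean of DMSO wells on the plate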
VLA-4 inh: inhibition in a human VLA-4 binding assay; inhibition, % (about 7 µM as worked out from the volumes in the protocol); 0.2% of 330,000 active; VLA-4 expressing cells, ligand binding flow cytometry; P13612; in the data active means inhibition above about 50%
Active calls of the source: *; ? = inconclusive; nt = not tested or not shown; [ ] = another dose, or the depositor's remark.

SMILES	Yeast superoxide	GRK2 aptamer HTS	Bcl-xL primary	MCL1-BIM inh	GLD-1 RNA inh	AGP1 TOR yeast	MEX-5 binding	CIT2-GFP yeast	VLA-4 inh
CCCCNc1nc2ccccc2n1CC(=O)Nc1ccc2c(c1)OCCO2	96	1	-2	-9	-1	114	0.1	107	-1
COc1cccc(OC)c1OCCOCCN1CCN(C)CC1	103	1	-7	-2	-9	101	-1.7	105	16
CC12CC3CC(C)(C1)CC(Nc1nc(N4CCOCC4)nc4ccccc14)(C3)C2	99	1	8	6	0	103	-2.2	90	-5
CNC(=O)CSc1nccn1Cc1ccc(Cl)cc1	115	0	-3	4	3	107	3.4	106	-11
O=C(COC(=O)CCCNC(=O)c1ccc(Cl)cc1)Nc1ccc(Br)cc1	99	6	-5	-8	-1	94	1.3	87	-3
CS(=O)(=O)Cc1ccc(C(=O)NC2CCN(Cc3ccccc3)C2)cc1 (centres undefined)	90	1	5	10	-2	100	1.0	100	-6
CCC(=O)Oc1ccc(-c2nc(-c3cccnc3)no2)cc1	137	3	-2	-1	-3	107	1.5	121	2
CCCCCCn1c(=O)[nH]c2c(c1=O)CCC2	113	nt	2	-5	4	101	0.0	95	2
CC1=C(C#N)C2C(/C1=N/O)C2(C)C (centres undefined)	101	0	2	-4	-9	106	0.2	95	8
COc1ccc(/C(N)=N/OC(=O)Cc2cccs2)cc1OC	111	6	3	2	4	89	0.8	97	8
CCC12OC(=N)C(C#N)(C1C)C(C#N)(C#N)C(c1ccccc1)O2 (centres undefined)	122	0	21	25	33*	15[may fluoresce violet]	-10	?	15
O=C(NCC#CCOCc1ccccc1)c1ccccc1	114	1	1	-5	0	105	0.4	96	0
CCc1ccccc1NC(=O)NCc1cccnc1	106	2	4	-2	2	95	-0.3	100	-25
CCN1CCN(CCC(=O)Nc2ccc(C)cc2)CC1	99	0	nt	nt	nt	108	0.4	102	3
COc1ccc(N=C2SCC(c3ccccc3)=NN2C)cc1	104	0	-5	-2	-7	93	0.1	89	-2
N#CCCn1cc(C(=O)O)c(-c2cc3ccccc3o2)n1	95	0	4	0	6	99	-0.5	101	9
CCOc1ccc(C2OC34CCCCC3C(C#N)(C#N)C2(C#N)C(=N)O4)cc1OC (centres undefined)	134	1	143*	167*	130*	89	-29*	108	-2
CC(=O)Nc1ccc(N2C(=O)CC(N3CCN(Cc4ccc5c(c4)OCO5)CC3)C2=O)cc1 (centres undefined)	91	0	8	6	7	96	-2.6	99	-12
CCCCn1nnnc1SCC(=O)N1CCN(C(=O)c2ccco2)CC1	96	0	2	8	8	96	-0.1	81	6
O=C(Nc1ccccc1)c1ccccc1C(=O)N1CCCCC1	95	4	1	-3	2	99	0.0	92	-11
c1csc(-c2nc(NCCCN3CCOCC3)c3ccccc3n2)c1	98	0	2	-3	-2	98	-1.4	97	0
CCSC1=NSC2=NC(=O)/C(=C\c3coc4ccccc4c3=O)C(=N)N12	121	0	-5	-12	-148	40	nt	74	-423
NC(=O)c1nsc(C(=O)N(Cc2ccc(F)cc2)C(C(=O)NCC2CCCO2)c2ccc(F)cc2)c1N (centres undefined)	82	3	2	1	-5	104	0.2	103	3
COC(C(=O)N1CCC(n2nccc2NC(=O)C2CC2)CC1)c1ccccc1 (centres undefined)	103	1	4	5	8	100	2.0	98	34
O=C1NC(=S)N/C1=C/c1ccc2ccccc2c1	101	1	5	9	1	102	-8.0	108	6
O=c1c([N+](=O)[O-])cc(C(F)(F)F)cn1Cc1cccc(Cl)c1	129	2	1	3	2	109	-1.7	112	10
COC1CCN(C(=O)c2ccc(OC3CCN(Cc4ccccn4)CC3)cc2)CC1	82	0	3	8	-7	112	-9.4	109	-3
CC(Sc1nc2ccc(C(=O)c3ccccc3)cc2[nH]1)C(=O)O (centres undefined)	109	0	-2	-4	-13	102	0.5	101	4
C=CCn1c(-c2oc3nc(-c4ccccc4)cc(-c4ccccc4)c3c2N)n[nH]c1=S	105	0	10	0	3	92	1.5	83	-20
C=CC(C)(O)CCC=C(C)C (centres undefined)	88	0	6	4	-2	100	nt	99	9
O=C(Nc1nnc(C2CC2)s1)c1ccc(S(=O)(=O)c2ccccc2)cc1	107	1	3	4	14	107	0.8	106	3
Cc1ccc(C(=O)NCc2ccc(N3CCN(C(=O)OC(C)(C)C)CC3)cc2)cc1	108	0	-1	-4	1	88	0.3	nt	-2
CC1CCN(c2ccccc2NC(=O)c2ccc(Br)o2)CC1	107	1	5	0	-4	93	1.9	111	-20
Cc1ccc(NC(=S)N(CCCN2CCOCC2)Cc2ccccn2)cc1Cl	91	5	1	16	-3	95	-1.0	101	3
Cc1c(C)n(Cc2ccc(Cl)cc2)c2ccc(C(=O)NCCCN3CCOCC3)cc12	105	0	4	8	-1	96	0.9	97	28
O=c1c2ccccc2c(C=Nc2cccc(O)c2)c(O)n1-c1ccc2c(c1)OCO2	112	2	-2	5	2	88	-3.7	83	10
Cc1c(Cl)cccc1NC(=S)NN	103	0	6	8	2	99	1.2	96	-4
COc1cccc(NC(=O)c2ccn(C)n2)c1	101	2	-1	3	-3	100	-0.9	94	-4
COc1ccc(NC2CCCN(C(=O)c3cccnc3SC)C2)cc1OC (centres undefined)	88	3	5	1	1	88	-1.8	100	-1
O=C1CCCc2nc3c(cc21)C(O)Oc1ccccc1-3 (centres undefined)	93	0	4	9	-3	98	2.1	88	2
CCN(CCO)c1cc(Cl)nc(SC)n1	106	0	-1	-2	5	106	1.7	107	-3
CN1CCN(C(=O)CC2C(=O)NCCN2Cc2ccc(-c3ccccc3)cc2)CC1 (centres undefined)	104	0	6	4	1	110	-2.5	109	8
COC(=O)CCC(=O)NNC(=O)c1ccc([N+](=O)[O-])cc1	139	0	-1	-5	3	92	-0.5	94	42
CCCCNC(=O)OCCNC(=O)Oc1cccc(C)c1	125	3	8	4	-4	108	3.3	116	-12
COc1cc(C)ccc1OCC(=O)OCC(=O)c1ccc[nH]1	92	0	nt	nt	9	100	nt	100	-7
CN(CC(=O)Nc1cccc2ccccc12)C(=O)c1cccc(S(=O)(=O)N(C)C)c1	98	0	-5	-3	-1	104	2.3	103	-1
O=C(O)c1ccc(/C=N\Nc2ccc(S(=O)(=O)N3CCOCC3)cc2[N+](=O)[O-])cc1	98	2	5	-4	2	111	-0.5	106	1
COc1ccc(S(=O)(=O)Nc2ccc(C)cc2)cc1OC	106	0	2	-2	8	96	-0.2	98	30
CC1CCC(NC(=O)COC(=O)CCC(=O)c2ccc(Cl)s2)CC1 (centres undefined)	117	4	0	-4	-1	107	-0.9	99	6
COc1ccc(S(=O)(=O)Nc2ccc(Nc3ccccc3)cc2)cc1	102	0	2	3	-3	110	1.9	102	15

(next part)
SMILES	Yeast superoxide	GRK2 aptamer HTS	Bcl-xL primary	MCL1-BIM inh	GLD-1 RNA inh	AGP1 TOR yeast	MEX-5 binding	CIT2-GFP yeast	VLA-4 inh
COc1ccc(-c2nc3ncccn3c2Br)cc1	113	3	8	-6	-6	89	-1.2	108	6
CN(C(=O)c1ccc(S(=O)(=O)N2CCCCC2)cc1)C1CCS(=O)(=O)C1 (centres undefined)	103	2	6	8	-5	98	-2.9	95	10
COc1cccc(NC(=O)c2cnc[nH]2)c1	92	0	4	-3	1	97	2.8	98	-4
COc1ccc(NC(C)=O)cc1S(=O)(=O)NC(Cc1ccccc1)C(=O)NCc1ccccc1C (centres undefined)	104	0	4	1	-2	96	1.8	98	6
C/C(CC(=O)Nc1cccnc1)=N\NC(=O)c1ccc([N+](=O)[O-])c(Cl)c1	112	0	3	10	1	101	-5.9	98	25
Cc1cccc(NC2=NC(C)(C)N=C(N)N2)c1C	96	0	4	6	-2	109	-1.8	97	10
O=C(Cn1ccc(=O)[nH]c1=O)Nc1ccc(C(=O)O)c(O)c1	89	8	13	14	10	94	-5.1	96	-4
CCOC(=O)CCCCC(=O)c1[nH]c(=O)[nH]c1C[n+]1ccc(C)cc1	107	1	3	4	6	93	-3.2	88	-7
C/C(=N/Nc1cc(-c2ccccc2)nc(-c2ccccc2)n1)c1ccc(O)cc1	111	0	-1	-7	7	105	2.0	99	11
Cn1c(=O)[nH]c(=O)c2c1nc(Br)n2C/C=N/Nc1ccccc1	93	0	9	-1	7	99	-2.9	124	-1

3 compounds already listed, sorted by their value in Bcl-xL primary, descending.
molecule	Bcl-xL primary
COc1ccc(-c2nc3ncccn3c2Br)cc1	8
CN(C(=O)c1ccc(S(=O)(=O)N2CCCCC2)cc1)C1CCS(=O)(=O)C1 (centres undefined)	6
COc1ccc(NC(C)=O)cc1S(=O)(=O)NC(Cc1ccccc1)C(=O)NCc1ccccc1C (centres undefined)	4

Next section.
SMILES	Yeast superoxide	GRK2 aptamer HTS	Bcl-xL primary	MCL1-BIM inh	GLD-1 RNA inh	AGP1 TOR yeast	MEX-5 binding	CIT2-GFP yeast	VLA-4 inh
CCOP(=O)(c1ccc(N(C)C)cc1)C(O)c1ccc(OC)cc1 (centres undefined)	107	0	1	3	2	103	-3.4	100	-4
Cc1ccc(S(=O)(=O)/N=C(/Nc2c(C)n(C)n(-c3ccccc3)c2=O)c2ccc(Cl)cc2)cc1	101	3	7	0	3	103	1.5	101	4
O=C(/C=C\c1cn(-c2ccccc2)nc1-c1ccccc1)Nc1nccs1	110	0	4	-1	0	74	-0.5	93	-5
Cc1ccc(-c2nc(-c3ccccc3)no2)cc1	102	0	1	5	2	109	2.5	104	95*
CCN(CC(=O)Nc1ccccc1SC)Cc1nc2ccccc2c(=O)[nH]1	62*	1	-1	4	-1	96	3.8	95	-4
Cc1ccc(CSCCNC(=O)CSCc2ccc([N+](=O)[O-])cc2)cc1	102	0	4	2	4	103	-0.1	100	4
Cc1c(Cl)cccc1NC(=O)Cn1cc(C(F)(F)F)cc(Cl)c1=O	102	0	6	-10	3	106	1.7	105	1
c1ccc(-c2nnc(OCC3CCCO3)c3ccccc23)cc1 (centres undefined)	103	2	1	-5	14	74	2.1	nt	3
CCOC(=O)c1cn2nc(SCc3ccccc3)nc2nc1C	107	2	4	5	0	95	0.5	95	-2
COc1ccc(OCc2cn3c(C)cc(C)nc3n2)cc1	96	2	14	26	11	91	-3.4	97	6
O=C(COC(=O)c1ccc(F)cc1F)NCCC1=CCCCC1	103	0	3	4	2	94	nt	91	4
O=C(CSc1nnc(NC(=O)c2ccco2)s1)Nc1cccc(F)c1	90	0	0	-4	5	99	-4.0	98	-2
CC(=O)N1c2ccc(S(=O)(=O)N3CCCC(C(=O)NC4CCCC(C)C4C)C3)cc2CC1C (centres undefined)	88	0	3	-2	-1	95	-0.8	102	-1
O=C(CN1CCCC1)Nc1cccc(Cl)c1	122	0	0	-7	-2	97	-3.5	93	-1
CCOC(=O)c1nnc(-c2cccs2)nc1NC(C)C	102	0	4	4	-4	87	-4.2	95	-3
Cc1ccc(Nc2nc(NCCO)c3ccccc3n2)cc1C	96	0	-1	3	1	96	-3.8	100	7
CCOC(=O)CNC(=O)CSc1ncnc2c1cnn2-c1ccc(C)cc1	112	0	3	0	2	96	-1.2	96	2
COc1cc(C2NC(=O)NC(C)=C2C(=O)OC2CCCCC2)cc(Br)c1O (centres undefined)	105	5	-1	3	4	108	-1.6	102	-15
O=C(COc1ccc(Br)cc1)Nc1nc(-c2cccnc2)cs1	121	0	4	1	-2	102	-1.0	108	-3
O=C1c2ccccc2C(=O)c2c(NCc3cccnc3)cccc21	105	3	14	13	5	89	1.0	85	-29
